# B2AR arrestin – beta2AR (human) beta-arrestin recruitment activity; beta-arrestin recruitment to beta2AR, cell-based reporter; actives 0.02% (n = 330,000); P07550; Potency, µM (titrated, usually from 46.1 µM), for inactives: top-dose activation, most hits filed as activators; AID 492947;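 also: potency is read from the fitted curve at half-maximal effect; 0% = DMSO controls and full agonism = EC100 isoproterenol or metaproterenol; nearly all actives have a fitted effect of over 65% in size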
# GALK inh – galactokinase (human) inhibition; actives 0.007% (n = 270,000); AID 1868; Potency, µM (doses to about 57.5 µM), inactives show at the top dose activity change, negative = inhibition, most hits filed as inhibitors; Purified GALK, Kinase-Glo residual ATP luminescence; also: potency is read from the fitted curve at half-maximal effect; % is scaled to controls: 0 for no effect and ±100 for the full control effect
# Target sequence (P51570 whole entry, looked up): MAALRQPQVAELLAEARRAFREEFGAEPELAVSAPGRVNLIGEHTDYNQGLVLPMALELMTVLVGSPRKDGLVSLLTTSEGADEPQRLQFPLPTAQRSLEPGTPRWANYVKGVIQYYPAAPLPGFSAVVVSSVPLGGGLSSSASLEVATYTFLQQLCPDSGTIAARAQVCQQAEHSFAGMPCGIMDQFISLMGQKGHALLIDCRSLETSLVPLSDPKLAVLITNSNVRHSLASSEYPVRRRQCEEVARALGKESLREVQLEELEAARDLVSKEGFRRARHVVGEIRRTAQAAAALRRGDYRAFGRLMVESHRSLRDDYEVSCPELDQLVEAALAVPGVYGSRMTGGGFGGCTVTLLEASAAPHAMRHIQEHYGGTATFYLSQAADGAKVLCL
#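 Compounds were pin-transferred into ATP buffer (35 uM final), then GALK plus galactose (5 nM, 100 uM final) was added. After 1 h at room temperature, Kinase-Glo Plus was added and luminescence read after 10 min.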
# Giardia kill – kills Giardia lamblia | Giardia lamblia trophozoite viability | activity change, % at 7.66 µM, hits read low | actives 0.15% (n = 340,000); in the data active = activity change below about -80%; inconclusive = between about -30% and that limit;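 also: parasites exposed to compound for two days anaerobically before the ATP read; % is scaled to controls: 0 for no effect and ±100 for the full control effect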
#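 Each well holds 100 Giardia trophozoites and compound. After two days (48 hrs) at 37 deg C in anaerobic conditions, ATP is quantified by luminescence.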
# FBPA coupling cs – inhibits coupling enzyme system, counter-screen for aldolase hits. coupling enzyme system counterscreen, AmpLite Red fluorescence. activity change, negative = inhibition, % at 58.2 µM, hits read low. actives 0.67% (n = 290,000). AID 2472; in the data active = activity change below about -30%; also: % is scaled to controls: 0 for no effect and ±100 for the full control effect
#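 Counterscreen of the coupled detection system alone, without aldolase: glyceraldehyde-3-phosphate coupling enzymes plus AmpLite Red readout. Compounds at 57.5 uM final, 10 min RT preincubation, 20 min RT reaction, fluorescence 525/598 nm.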
# KCNH2 3.1 inh – inhibitors of human KCNH2 3.1 potassium channel isoform; U2OS KCNH2 3.1, thallium flux FluxOr; stronger effect = lower value; actives 0.95% (n = 340,000); activity change, % (tested at about 1.8 µM); AID 720553;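 active = maximum activity change below -70%; inconclusive = maximum activity change from -70% to -50%; inactive = maximum activity change above -50%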;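 also: thallium influx rate constant from kinetic fluorescence after stimulation buffer; % is scaled to controls: 0 for no effect and ±100 for the full control effect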
#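 Thallium flux via FluxOr fluorescence (Red40 quencher, 45 min loading) in U2OS cells virally expressing the KCNH2 3.1 isoform (1.77 x 10^8 /mL virus, overnight at 37 C). Rate constants from 2-min kinetic reads post-stimulation, normalised to positive and negative controls.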
# CXXC DNA block – inhibitors of human MLL CXXC domain-DNA interaction | AID 2662 | actives 0.037% (n = 290,000) | MLL-CXXC / FITC-HOXA9 DNA fluorescence polarization | Potency, µM (highest dose often 115 µM), inactives show top-dose activity change, negative = inhibition, hits mostly inhibitors; active = well fitted inhibition curve with a large enough effect in the polarisation, with a control signal flat, not every such curve was filed as active; inconclusive = small, poorly fitted or top-dose-only effect, or effect the other way, or a change in a side signal; inactive = no such curve, though single readings can be large or run the other way; the % refers to the polarisation; also: potency is read from the fitted curve at half-maximal effect
#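 Purified MLL-CXXC (added from a 7 uM solution) was preincubated 5 min at ambient with pinned compounds in 50 mM Tris-HCl pH 7.5, 50 mM NaCl, 1 mM DTT, 0.05% BSA. Fluorescein-labeled HOX-A9 DNA (50 nM solution) followed, 30 min, then polarization read.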
# USP2a block – blocks human ubiquitin-specific protease USP2a | O75604 | USP2 core, Ub-CHOP2 coupled fluorogenic reporter, 485/531 | Potency, µM (series often up to 38.3 µM), for the others: top-dose activity change, negative = inhibition, actives largely listed as inhibitors | actives 0.01% (n = 330,000) | AID 463254;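 also: potency is read from the fitted curve at half-maximal effect; plate controls were DMSO wells for no effect and full inhibition by NEM control for full effect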
# Target sequence (O75604 whole entry, looked up): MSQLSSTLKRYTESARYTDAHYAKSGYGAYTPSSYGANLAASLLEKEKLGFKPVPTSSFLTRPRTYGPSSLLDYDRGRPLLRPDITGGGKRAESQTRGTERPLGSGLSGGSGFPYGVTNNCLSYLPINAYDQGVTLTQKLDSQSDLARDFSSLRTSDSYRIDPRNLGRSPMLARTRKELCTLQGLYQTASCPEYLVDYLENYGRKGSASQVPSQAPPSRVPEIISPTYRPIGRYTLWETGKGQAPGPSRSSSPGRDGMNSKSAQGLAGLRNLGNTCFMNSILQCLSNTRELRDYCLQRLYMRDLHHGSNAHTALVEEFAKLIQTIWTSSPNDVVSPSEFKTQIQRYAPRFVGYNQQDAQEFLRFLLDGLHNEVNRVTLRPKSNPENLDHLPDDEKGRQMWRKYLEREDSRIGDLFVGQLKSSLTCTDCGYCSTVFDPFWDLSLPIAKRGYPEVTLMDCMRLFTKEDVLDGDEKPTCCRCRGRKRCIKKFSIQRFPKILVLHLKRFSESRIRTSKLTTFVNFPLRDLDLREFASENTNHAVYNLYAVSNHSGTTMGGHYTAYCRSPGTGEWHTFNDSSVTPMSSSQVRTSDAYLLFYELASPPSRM
#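 Deubiquitinase activity read as fluorescence (485/531 nm) after Ub-CHOP2 cleavage activates the enterokinase reporter on its substrate; USP2 core 10nM, Ub-CHOP2 and substrate 25nM each, 30min compound preincubation then 60min RT; data normalized to NEM, curves fitted.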
# Menin-MLL TR inh – menin-MLL binding inhibition, Texas Red mutant peptide. O00255. Menin + Texas Red MLL mutant peptide, fluorescence polarization. Potency, µM (doses to about 61.6 µM), for the others: top-dose FP activity change, negative = inhibition, usual class: inhibitors. actives 0.23% (n = 270,000). AID 1768; active = well fitted inhibition curve with a large enough effect in the polarisation, with a control signal flat, not every such curve was filed as active; inconclusive = small, poorly fitted or top-dose-only effect, or effect the other way, or a change in a side signal; inactive = no such curve, though single readings can be large or run the other way; the % refers to the polarisation; also: potency is read from the fitted curve at half-maximal effect; % of control where 0% means no effect; many of its hits are not listed in these tables
# TRPV1 ag – agonists of human vanilloid receptor 1 (TRPV1); TRPV1-expressing cells, Fluo-8 calcium influx, agonist mode; AID 540275; actives 0.19% (n = 320,000); activation, % at 8.33 µM; Q8NER1; in the data active = activation above about 80%; inconclusive = between about 30% and that limit; also: 0% is about no effect
#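 TRPV1-expressing cells were cultured overnight at 35.5C and loaded with Fluo-8 calcium dye for 40 to 90 min at room temperature. After a 10 s baseline, compound was added and calcium influx was read kinetically for 3 min (ex 480/em 520 nm).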
# hERG WT inh – blocks the wildtype human KCNH2 potassium channel | Q12809 | U2OS, BacMam KCNH2, thallium flux FluxOr; stronger effect = lower value | activity change, % at 1.84 µM | actives 0.37% (n = 340,000);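 active = maximum activity change below -70%; inconclusive = maximum activity change between -70% and -50%; inactive = maximum activity change above -50%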; also: % is scaled to controls: 0 for no effect and ±100 for the full control effect
#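 U2OS cells were transduced with wild-type KCNH2 virus (2.03 x 10^8 / mL) for 4 h at room temperature, then cultured overnight at 37 C. Thallium flux was read with FluxOr dye. Rate constants were normalized to DMSO controls.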
# PKM2 act – PKM2 (human) enzyme activation; Potency, µM (titrated, usually from 57.5 µM), for the others: top-dose activation, usual class: activators; P14618; actives 0.34% (n = 260,000); purified PKM2, Kinase-Glo ATP luminescence, activation; response scale: 0% is enzyme alone, no compound; also: potency is read from the fitted curve at half-maximal effect; % is scaled to controls: 0 for no effect and ±100 for the full control effect; nearly all actives have a fitted effect of over 55% in size
#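 Kinase-Glo luminescence reports ATP generated from ADP (0.1 mM) and PEP (0.5 mM) by purified hPK-M2 after 1 h at room temperature, pH 7.2 imidazole buffer; intermediate enzyme activity allows detecting inhibitors and activators.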
# Starred values were filed as active, the others as inactive; ? = inconclusive; . = no result given; [ ] = remark or other dose. Unless noted, calls follow the shape of the dose curve; as a rule, active = well fitted curve in the direction sought with a large enough effect; inconclusive = small, poorly fitted or top-dose-only effect, or another doubt; inactive = no such curve, though single readings can be large; an effect the other way counts as inactive or inconclusive. Not all compounds are listed. The share of hits here may be higher or lower than overall.
# Below each SMILES: B2AR arrestin | GALK inh | Giardia kill | FBPA coupling cs | KCNH2 3.1 inh | CXXC DNA block | USP2a block | Menin-MLL TR inh | TRPV1 ag | hERG WT inh | PKM2 act
> O=C(COC(=O)c1cc(=O)[nH]c2ccccc12)Nc1nccs1
  0.0% | -2% | -8 | 2 | -1 | 0% | 13% | . | 2 | 1 | 3%
> CC1CCN(CCCn2c(=S)[nH]c3c(sc4ccccc43)c2=O)CC1
  0.6% | 0% | 4 | 1 | -5 | -4% | 7% | -1% | -2 | -4 | 2%
> CS(=O)(=O)c1ccc2nc(NC(=O)C3CCCO3)sc2c1 (stereo not given)
  0.3% | 0% | 5 | 1 | 3 | -6% | 0% | 5% | 0 | -12 | 7%
> O=C(Nc1cccc(Cl)c1)O/N=C\c1ccncc1
  -0.8% | -5% | 0 | 1 | 5 | 13% | 2% | . | . | -10 | 0%
> COC(=O)c1nnn(Cc2ccccc2)c1N
  4.3% | 0% | 0 | 1 | 9 | 11% | 1% | 1% | 7 | 7 | 4%
> COc1ccc(CCNC(=O)CSc2nc(-c3ccco3)cc(C(F)(F)F)n2)cc1
  -0.8% | 2% | -6 | -1 | 2 | -1% | -1% | -7% | 0 | 30 | -1%
> Cc1ccc(-c2nn3c(C)nnc3s2)cc1NC(=O)c1ccc(OC(C)C)cc1
  0.3% | 1% | ? | 3 | -9 | -4% | -19% | 2%[11.7 µM] | . | 3 | -6%
> COc1ccc(CN2C(=O)N(c3ccccc3)C(=O)C2CC(=O)Nc2ccccc2)cc1OC (stereo not given)
  -0.2% | 3% | -13 | -1 | -14 | 0% | 1% | -14% | 1 | 0 | 0%
> COc1cccc(Sc2nc(-c3ccccc3)ncc2S(C)(=O)=O)c1
  0.0% | -1% | -24 | 4 | -5 | 5% | 3% | 33%[activator] | 28 | -2 | .
> CCCCN(NC(C)=O)c1nc(Cl)nc(NC(C)C)n1
  -0.2% | 0% | -4 | 7 | -3 | 2% | 0% | -1% | 4 | -5 | -2%
> Cc1cc(C)cc(NS(=O)(=O)c2ccc3oc(=O)ccc3c2)c1
  -0.2% | 2% | 11 | -1 | 7 | 1% | -1% | ? | -2 | 3 | ?
> CCN(CC)C(=O)CC1(c2ccccc2OC)CCOC(C(C)C)C1 (stereo not given)
  0.0% | 1% | 0 | -2 | -14 | -11% | 5% | ? | 14 | -3 | 0%
> CCOC(=O)c1cccc(NC(=O)c2cccs2)c1
  -0.3% | 0% | 9 | 8 | 18 | -7% | 3% | 12% | 8 | 11 | -1%
> COc1ccc(OC)c(N=Cc2c(O)[nH]c3ccccc23)c1
  0.1% | 5% | -11 | -3 | 6 | -7% | 1% | ? | 7 | 3 | -13%
> CCOc1cc(/C=C2/C(=N)N3N=C(CC)SC3=NC2=O)ccc1OC(=O)c1ccco1
  6.8% | 0% | -7 | 8 | . | ? | 0% | 29% | 7 | 2 | -2%
> COc1ccccc1N1CCN(CC(O)COCc2cccs2)CC1 (stereo not given)
  0.3% | 8% | 18 | -5 | -7 | -3% | 1% | -14% | 0 | 22 | -7%
> O=C(COC(=O)c1ccc2c(c1)OCCO2)Nc1cccc(S(=O)(=O)N2CCOCC2)c1
  -0.3% | -2% | -24 | 0 | 0 | 5% | 6% | -1% | 2 | -2 | 1%
> Cc1sc(=NC(=O)c2ccco2)n(C)c1-c1ccccc1
  -0.1% | -4% | ? | -1 | -11 | 4% | -3% | . | . | -13 | -8%
> Cc1onc(-c2ccccc2Cl)c1C(=O)OCC(=O)Nc1ccc2c(c1)OCO2
  0.1% | -1% | 2 | 1 | -1 | 4% | 1% | ? | ? | 6 | -6%
> CCOC(=O)C1CCc2nc3ccccc3c(=O)n21 (stereo not given)
  0.0% | -1% | 1 | 0 | 11 | 6% | 2% | 4% | 1 | -2 | -5%
> NS(=O)(=O)c1ccc(CNC(=O)c2cc(-c3ccccc3)nc3ccccc23)cc1
  -0.8% | -3% | 8 | 9 | -7 | 14% | -4% | ? | 28 | 0 | -2%
> COc1ccc(NC(=O)CSc2nc3scc(C)c3c(=O)[nH]2)cc1
  -0.4% | -3% | -20 | 2 | -1 | 0% | -2% | -14% | -1 | -2 | -1%
> COc1ccc(NC(=O)C(NC(=O)c2ccc(=O)[nH]c2)c2ccc(OC)cc2)cc1 (stereo not given)
  -0.9% | 1% | -19 | 4 | -11 | 0% | 4% | 9% | 0 | -2 | 0%
> COCCN(C(=O)CNC(=O)c1ccco1)C(C(=O)NC1CCCCC1)c1cccs1 (stereo not given)
  -0.3% | -5% | -10 | 3 | 20 | 1% | -1% | 0% | 0 | 5 | 1%
> CN(Cc1nc(-c2cnccn2)no1)CC1(c2ccccc2)CC1(C)C (stereo not given)
  2.7% | 3% | -3 | -3 | -21 | -7% | -1% | ? | 0 | 1 | -6%
> CCOC(=O)CSc1nnc(-c2cccnc2)o1
  -0.4% | 0% | -21 | 4 | -5 | 14% | 3% | 13% | -1 | 1 | 1%
> CC(OC(=O)CCC(=O)N1CCN(S(=O)(=O)c2ccc3ccccc3c2)CC1)C(=O)NC(N)=O (stereo not given)
  0.1% | -3% | -13 | -2 | -2 | 10% | 0% | -15% | 1 | 3 | 11%
> COc1ccccc1C(=O)NCC(=O)OCC(=O)Nc1cccc(S(=O)(=O)N(C)C)c1
  0.3% | 15% | -19 | 4 | 10 | 4% | -1% | -12% | 1 | -25 | 0%
> COc1ccc(O)c(-c2cc(-c3ccccc3Cl)[nH]n2)c1
  -0.6% | -3% | -16 | 0 | -4 | 2% | 1% | ? | 7 | -2 | 0%
> COc1cc(-c2nnc(COc3ccc(Cl)cc3C)o2)cc(OC)c1OC
  0.4% | 1% | -4 | 2 | -4 | 6% | 0% | 5% | 22 | -20 | -1%
> CCN1CCN(CCC(=O)Nc2cc(C)ccc2C)CC1
  -0.9% | -6% | -19 | 3 | 7 | 0% | 0% | 5% | 3 | -11 | -2%[11.5 µM]
> CCCCc1nc2n[nH]c(N)c2c2c1CCCC2
  0.1% | -3% | 3 | -1 | -23 | 10% | 3% | -1% | -3 | 44 | 2%
> C[C@H](NC(=O)c1nc[nH]c1C(=O)NC(c1ccccc1)c1ccccc1)C(=O)OC(C)(C)C
  0.2% | 0% | 30[activator] | -14 | 8 | -18% | -13% | 49%[activator] | ? | 2 | 0%
> COc1ccc(NC(=O)CSc2nnc(-c3ccc(C)cc3)n2N)cc1
  -0.4% | 5% | 8 | 5 | 3 | 4% | -3% | 21% | ? | -2 | 1%
> N#C/C(=C\C=C\c1ccccc1)C(=O)Nc1ccccc1
  1.4% | -2% | -17 | 2 | -9 | -4% | 4% | -13% | ? | -26 | -19%
> Brc1ccc2oc3c(N4CCOCC4)ncnc3c2c1
  0.4% | 0% | 0 | 1 | 1 | -6% | 3% | -12% | 11 | -1 | -1%
> O=C1CC(c2cccc(Oc3ccccc3)c2)NC(=O)N1 (stereo not given)
  0.1% | 3% | -3 | 1 | -40 | -6% | -1% | 3% | -1 | -4 | -14%
> CC(C)c1nc2c(s1)CCc1onc(-c3ccc(Cl)cc3)c1-2
  0.0% | . | -23 | . | 13 | . | -1% | . | 3 | 1 | .
> Cc1ccc(NC(=O)c2cccc(C(=O)OC(C)C)n2)c(Br)c1
  -0.2% | 5% | 3 | 0 | 8 | 18% | 3% | 10% | 5 | -7 | -3%
> CC(=O)N1CCc2cc(Br)cc(S(=O)(=O)N3CCCCCC3)c21
  0.3% | 3% | -1 | 2 | 10 | -12% | 4% | 3% | 21 | 1 | 0%

# Compound profiles (already shown). Order of screens: B2AR arrestin	GALK inh	Giardia kill	FBPA coupling cs	KCNH2 3.1 inh	CXXC DNA block	USP2a block	Menin-MLL TR inh	TRPV1 ag	hERG WT inh	PKM2 act
# Profile of CCN1CCN(CCC(=O)Nc2cc(C)ccc2C)CC1 : -0.9%	-6%	-19	3	7	0%	0%	5%	3	-11	-2%[11.5 µM]
# Profile of COc1ccc(NC(=O)CSc2nnc(-c3ccc(C)cc3)n2N)cc1 : -0.4%	5%	8	5	3	4%	-3%	21%	?	-2	1%
# Profile of C[C@H](NC(=O)c1nc[nH]c1C(=O)NC(c1ccccc1)c1ccccc1)C(=O)OC(C)(C)C : 0.2%	0%	30[activator]	-14	8	-18%	-13%	49%[activator]	?	2	0%
# Profile of N#C/C(=C\C=C\c1ccccc1)C(=O)Nc1ccccc1 : 1.4%	-2%	-17	2	-9	-4%	4%	-13%	?	-26	-19%
